Bcl-B Bim block: inhibitors of Bim-Bcl-B binding, primary screen, biochemical, multiplexed, human Bcl-2 family; Bcl-2-like protein 10 (Homo sapiens), Q9HD36; bead-based flow cytometry, Bim peptide-Bcl-B binding; inhibition, % at 10 µM; 0.073% of 190,000 active; AID 951, 2007;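 further: 0% = tracer peptide without compound and 100% = reference inhibitor peptide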
Target sequence (Q9HD36 whole entry, looked up): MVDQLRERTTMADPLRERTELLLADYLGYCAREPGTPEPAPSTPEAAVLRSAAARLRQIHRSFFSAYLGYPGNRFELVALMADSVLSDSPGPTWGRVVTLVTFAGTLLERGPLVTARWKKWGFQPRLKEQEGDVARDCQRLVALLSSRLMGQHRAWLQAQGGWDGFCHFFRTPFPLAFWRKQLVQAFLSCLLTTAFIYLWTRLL
Mcl-1 Bim block: inhibitors of Bim peptide binding to Mcl-1, primary screen, biochemical, bead-based flow cytometry, multiplex. inhibition, % at 10 µM. Bim peptide-Mcl-1 binding. Induced myeloid leukemia cell differentiation protein Mcl-1 (Homo sapiens), Q07820. 0.1% of 190,000 active. AID 1009, 2008;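 further: 0% = no compound tracer wells and 100% = peptide blocker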
Target sequence (Q07820 whole entry, looked up): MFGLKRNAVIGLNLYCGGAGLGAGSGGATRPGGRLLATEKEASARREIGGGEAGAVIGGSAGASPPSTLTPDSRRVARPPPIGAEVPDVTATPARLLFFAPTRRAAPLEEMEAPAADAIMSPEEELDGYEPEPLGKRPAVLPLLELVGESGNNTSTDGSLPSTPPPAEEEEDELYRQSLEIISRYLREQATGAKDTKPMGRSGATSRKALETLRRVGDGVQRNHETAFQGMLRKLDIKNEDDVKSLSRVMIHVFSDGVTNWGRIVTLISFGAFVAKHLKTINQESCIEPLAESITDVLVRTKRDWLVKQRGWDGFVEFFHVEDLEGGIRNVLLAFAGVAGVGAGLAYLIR
Mcl1-Bid inh: Mcl-1/Bid binding inhibitors, primary screen, biochemical, TR-FRET, 1536-well; TR-FRET Mcl-1/Bid-Dy647 peptide binding; Induced myeloid leukemia cell differentiation protein Mcl-1 (Homo sapiens), Q07820; inhibition, % at 21.7 µM; 0.97% of 220,000 active; AID 1021, 2008;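 active means compounds that cut the binding signal by more than half at the single screening dose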;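 further: His-tagged Mcl-1 with europium anti-His antibody binding Bid BH3 peptide; 0% = Mcl-1 plus peptide wells and 100% = peptide-only wells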
RGS4-Gao reg: modulators of RGS4 binding to Galphao, primary screen, biochemical, multiplexed bead flow cytometry; binding response (% of control), % at 10 µM; 0.33% of 220,000 active; Guanine nucleotide-binding protein G(o) subunit alpha (Homo sapiens), P09471; actives lie on both sides; in the data active means binding response below about 49% or above about 150%; inactive means in between;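 further: fluorescent Galphao activated with aluminum fluoride binding bead-coupled RGS4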
Target sequence (P09471 whole entry, looked up): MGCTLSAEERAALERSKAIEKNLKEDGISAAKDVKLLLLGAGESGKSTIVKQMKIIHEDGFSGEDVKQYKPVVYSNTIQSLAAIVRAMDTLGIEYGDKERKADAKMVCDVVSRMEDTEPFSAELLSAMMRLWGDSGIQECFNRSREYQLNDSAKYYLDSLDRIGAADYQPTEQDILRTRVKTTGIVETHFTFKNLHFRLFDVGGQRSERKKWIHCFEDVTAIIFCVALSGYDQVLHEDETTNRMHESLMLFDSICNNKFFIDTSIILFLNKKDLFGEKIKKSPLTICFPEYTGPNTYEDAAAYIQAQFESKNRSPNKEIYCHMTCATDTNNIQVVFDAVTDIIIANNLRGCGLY
GSH bead fluor: compound fluorescence on glutathione beads, profiling panel, artefact control, biophysical, 488/530 nm, flow cytometry. GSH beads flow cytometry, compound fluorescence 488/530 nm; active compounds read high. fluorescence (KMESF) at 10 µM. 0.25% of 190,000 active. AID 1776, 2009; in the data active means fluorescence above about 89;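 further: glutathione beads carrying GST-tagged Bcl family fusion proteins plus one bare bead set; values are compound well signal with DMSO vehicle wells as background; inactives centre near 16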
Bim-Bfl-1: inhibitors of Bim binding to Bfl-1, primary screen, biochemical, multiplexed, bead-based flow cytometry; 0.12% of 190,000 active; Bcl-2-related protein A1 (Homo sapiens), Q16548; Bim-Bfl-1 binding inhibition; inhibition, % at 10 µM;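 further: 0% = wells without compound plus tracer and 100% = blocker peptide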
Bim-Bcl-2: inhibitors of Bim-Bcl-2 binding, primary screen, biochemical, multiplexed, human Bcl-2 family. Bead-based flow cytometry, Bim peptide-Bcl-2 binding. inhibition, % at 10 µM. 0.06% of 190,000 active; in the data active means inhibition above about 40%;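 further: 0% = no compound wells with probe peptide and 100% = reference peptide inhibitor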
RGS8-Gao reg: RGS8-Galphao binding modulators, primary screen, biochemical, multiplexed bead flow cytometry. 0.34% of 220,000 active. response (percent of control binding), % at 10 µM. actives lie on both sides. AID 1423, 2008. Guanine nucleotide-binding protein G(o) subunit alpha (Homo sapiens), P09471; in the data active means response below about 60% or above about 140%; inactive means in between;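 further: Galphao activated as the GDP aluminium fluoride complex binding bead-coupled RGS8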
Bim-Bcl-W: inhibitors of Bim binding to Bcl-W, primary screen, biochemical, multiplexed, bead-based flow cytometry; Bcl-2-like protein 2 (Homo sapiens), Q92843; Bim peptide-Bcl-W binding; inhibition, % at 10 µM; 0.02% of 190,000 active; AID 952, 2007;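 further: 0% = bound tracer without compound and 100% = peptide blocker; higher means less fluorescent Bim peptide bound to Bcl-W beads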
Target sequence (Q92843 whole entry, looked up): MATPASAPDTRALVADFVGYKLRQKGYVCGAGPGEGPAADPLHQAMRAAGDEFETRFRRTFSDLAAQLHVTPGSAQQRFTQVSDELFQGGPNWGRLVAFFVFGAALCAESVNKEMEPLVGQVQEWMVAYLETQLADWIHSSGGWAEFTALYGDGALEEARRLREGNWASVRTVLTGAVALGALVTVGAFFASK
RGS7-Gao reg: RGS7-Galphao binding modulators, primary screen, biochemical, multiplexed bead flow cytometry. actives lie on both sides. 0.35% of 220,000 active. binding response (% of control), % at 10 µM; in the data active means binding response below about 49% or above about 150%;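 further: fluorescent Galphao held in activated GDP-AlF4 state binding bead-coupled RGS7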
Bcl-XL Bim block: inhibitors of Bim-Bcl-XL binding, primary screen, biochemical, multiplexed, bead flow cytometry, human Bcl-XL; Bcl-2-like protein 1 (Homo sapiens), Q07817; Bim peptide-Bcl-XL binding, fluorescence; inhibition, % at 10 µM; 0.04% of 190,000 active; AID 1007, 2008
Starred values were filed as active, the others as inactive. Unless noted, no stated cut-off is given here; in the data, active means inhibition above about 40%.

How did CC(=O)N1N=C(c2ccc(Br)cc2)OC1(C)CC(=O)Nc1ccccc1 (stereo not drawn) do in these assays?
Bcl-B Bim block: -12; Mcl-1 Bim block: -3; Mcl1-Bid inh: 14; RGS4-Gao reg: 97; GSH bead fluor: 20; Bim-Bfl-1: -17; Bim-Bcl-2: -12; RGS8-Gao reg: 99; Bim-Bcl-W: -6; RGS7-Gao reg: 102; Bcl-XL Bim block: -10

How did Cc1cc(OCC(=O)N(C)C)c2c(-c3ccccc3)cc(=O)oc2c1 do in these assays?
Bcl-B Bim block: -6; Mcl-1 Bim block: -1; Mcl1-Bid inh: -1; RGS4-Gao reg: 103; GSH bead fluor: 24; Bim-Bfl-1: -9; Bim-Bcl-2: -8; RGS8-Gao reg: 106; Bim-Bcl-W: 0; RGS7-Gao reg: 103; Bcl-XL Bim block: -3

How did O=C(Cc1ccccc1)Nc1c2c(nn1-c1cccc(Cl)c1)CS(=O)(=O)C2 do in these assays?
Bcl-B Bim block: -9; Mcl-1 Bim block: -5; Mcl1-Bid inh: -28; RGS4-Gao reg: 101; GSH bead fluor: 24; Bim-Bfl-1: -21; Bim-Bcl-2: -12; RGS8-Gao reg: 101; Bim-Bcl-W: -4; RGS7-Gao reg: 102; Bcl-XL Bim block: -11

Results for Cc1cc(=O)[nH]c(N/N=C/C=C/c2ccccc2)n1 ?
Bcl-B Bim block: 0; Mcl-1 Bim block: 0; Mcl1-Bid inh: -15; RGS4-Gao reg: 98; GSH bead fluor: 6; Bim-Bfl-1: -4; Bim-Bcl-2: -1; RGS8-Gao reg: 101; Bim-Bcl-W: 0; RGS7-Gao reg: 97; Bcl-XL Bim block: 1

How did Cc1ccc(OCc2nc(-c3ccccn3)no2)cc1 do in these assays?
Bcl-B Bim block: 0; Mcl-1 Bim block: 0; Mcl1-Bid inh: 1; RGS4-Gao reg: 101; GSH bead fluor: 10; Bim-Bfl-1: -1; Bim-Bcl-2: 1; RGS8-Gao reg: 96; Bim-Bcl-W: 0; RGS7-Gao reg: 99; Bcl-XL Bim block: 0

Results for COc1cc(/C=N/N2CCOCC2)ccc1OC(=O)c1ccco1 ?
Bcl-B Bim block: 2; Mcl-1 Bim block: 0; Mcl1-Bid inh: -25; RGS4-Gao reg: 102; GSH bead fluor: 8; Bim-Bfl-1: 5; Bim-Bcl-2: -1; RGS8-Gao reg: 99; Bim-Bcl-W: -5; RGS7-Gao reg: 111; Bcl-XL Bim block: 0

What do the screens show for `Cc1ccc2oc(-c3cccc(NC(=O)Cn4cnc5c(=O)n(C)c(=O)n(C)c54)c3)nc2c1`?
Bcl-B Bim block: -5; Mcl-1 Bim block: -3; Mcl1-Bid inh: 19; RGS4-Gao reg: 103; GSH bead fluor: 9; Bim-Bfl-1: -6; Bim-Bcl-2: 2; RGS8-Gao reg: 102; Bim-Bcl-W: -2; RGS7-Gao reg: 101; Bcl-XL Bim block: -2

Results for COc1ccc(S(=O)(=O)/N=C2/NC(=O)/C(=C\c3cc(OC)c(OC)cc3[N+](=O)[O-])S2)cc1 ?
Bcl-B Bim block: -3; Mcl-1 Bim block: -1; Mcl1-Bid inh: -16; RGS4-Gao reg: 95; GSH bead fluor: 20; Bim-Bfl-1: -1; Bim-Bcl-2: -2; RGS8-Gao reg: 97; Bim-Bcl-W: -4; RGS7-Gao reg: 100; Bcl-XL Bim block: -5

What do the screens show for `O=C(O)c1cc(-c2ccc(Cl)cc2)n(-c2ccccc2)n1`?
Bcl-B Bim block: -1; Mcl-1 Bim block: 0; Mcl1-Bid inh: 7; RGS4-Gao reg: 99; GSH bead fluor: 7; Bim-Bfl-1: -3; Bim-Bcl-2: -2; RGS8-Gao reg: 99; Bim-Bcl-W: -1; RGS7-Gao reg: 104; Bcl-XL Bim block: -1

Results for CC(=O)c1cccc(NC(=O)COC(=O)C2=COCCO2)c1 ?
Bcl-B Bim block: -6; Mcl-1 Bim block: -3; Mcl1-Bid inh: -35; RGS4-Gao reg: 100; GSH bead fluor: 18; Bim-Bfl-1: -5; Bim-Bcl-2: 0; RGS8-Gao reg: 99; Bim-Bcl-W: -3; RGS7-Gao reg: 97; Bcl-XL Bim block: -5

What do the screens show for `Cc1ccc(C(=O)N[C@H](C(=O)OCc2cc(=O)oc3cc(C)ccc23)C(C)C)cc1`?
Bcl-B Bim block: -1; Mcl-1 Bim block: -15; Mcl1-Bid inh: -18; RGS4-Gao reg: 102; GSH bead fluor: 11; Bim-Bfl-1: -5; Bim-Bcl-2: -9; RGS8-Gao reg: 101; Bim-Bcl-W: -12; RGS7-Gao reg: 96; Bcl-XL Bim block: -6

Results for COc1ccccc1NC(=O)CCCC(=O)OCC(F)(F)C(F)F ?
Bcl-B Bim block: -6; Mcl-1 Bim block: 1; Mcl1-Bid inh: -23; RGS4-Gao reg: 106; GSH bead fluor: 5; Bim-Bfl-1: -10; Bim-Bcl-2: 1; RGS8-Gao reg: 104; Bim-Bcl-W: -3; RGS7-Gao reg: 103; Bcl-XL Bim block: -3

What do the screens show for `CC(C)(C)OC(=O)N1CCC[C@H]1c1nnc(SCc2c(F)cccc2Cl)o1`?
Bcl-B Bim block: -5; Mcl-1 Bim block: -1; Mcl1-Bid inh: -23; RGS4-Gao reg: 99; GSH bead fluor: 22; Bim-Bfl-1: -3; Bim-Bcl-2: -1; RGS8-Gao reg: 96; Bim-Bcl-W: 0; RGS7-Gao reg: 99; Bcl-XL Bim block: 1

Results for S=C(NCc1ccco1)N1CCC(c2nc3ccccc3o2)CC1 ?
Bcl-B Bim block: -11; Mcl-1 Bim block: -5; Mcl1-Bid inh: -31; RGS4-Gao reg: 98; GSH bead fluor: 9; Bim-Bfl-1: -2; Bim-Bcl-2: -3; RGS8-Gao reg: 99; Bim-Bcl-W: 0; RGS7-Gao reg: 92; Bcl-XL Bim block: 1

Results for COc1ccc(OC)c(NC(=O)c2c3c(nc4ccccc24)CCC3)c1 ?
Bcl-B Bim block: -6; Mcl-1 Bim block: -6; Mcl1-Bid inh: -38; RGS4-Gao reg: 102; GSH bead fluor: 36; Bim-Bfl-1: -10; Bim-Bcl-2: -9; RGS8-Gao reg: 104; Bim-Bcl-W: -2; RGS7-Gao reg: 96; Bcl-XL Bim block: -9

The last 2 records of the section before come first, to join the parts:
Results for S=C(NCc1ccco1)N1CCC(c2nc3ccccc3o2)CC1 ?
Bcl-B Bim block: -11; Mcl-1 Bim block: -5; Mcl1-Bid inh: -31; RGS4-Gao reg: 98; GSH bead fluor: 9; Bim-Bfl-1: -2; Bim-Bcl-2: -3; RGS8-Gao reg: 99; Bim-Bcl-W: 0; RGS7-Gao reg: 92; Bcl-XL Bim block: 1

Results for COc1ccc(OC)c(NC(=O)c2c3c(nc4ccccc24)CCC3)c1 ?
Bcl-B Bim block: -6; Mcl-1 Bim block: -6; Mcl1-Bid inh: -38; RGS4-Gao reg: 102; GSH bead fluor: 36; Bim-Bfl-1: -10; Bim-Bcl-2: -9; RGS8-Gao reg: 104; Bim-Bcl-W: -2; RGS7-Gao reg: 96; Bcl-XL Bim block: -9

What do the screens show for `Nc1ccc2nc(SCC(=O)N3CCOCC3)sc2c1`?
Bcl-B Bim block: -4; Mcl-1 Bim block: -1; Mcl1-Bid inh: -18; RGS4-Gao reg: 98; GSH bead fluor: 13; Bim-Bfl-1: 0; Bim-Bcl-2: 0; RGS8-Gao reg: 101; Bim-Bcl-W: 0; RGS7-Gao reg: 105; Bcl-XL Bim block: 0

Results for N#CC(c1ccccc1)c1ccc2c(C(F)(F)F)cc(C(F)(F)F)nc2n1 (stereo not drawn) ?
Bcl-B Bim block: -7; Mcl-1 Bim block: -3; Mcl1-Bid inh: 7; RGS4-Gao reg: 98; GSH bead fluor: 12; Bim-Bfl-1: -17; Bim-Bcl-2: -5; RGS8-Gao reg: 99; Bim-Bcl-W: -2; RGS7-Gao reg: 100; Bcl-XL Bim block: -7

What do the screens show for `O=C(NCCC1=CCCCC1)c1cc(-c2ccccn2)nc2ccccc12`?
Bcl-B Bim block: -2; Mcl-1 Bim block: 0; Mcl1-Bid inh: -7; RGS4-Gao reg: 100; GSH bead fluor: 12; Bim-Bfl-1: -6; Bim-Bcl-2: -1; RGS8-Gao reg: 103; Bim-Bcl-W: 0; RGS7-Gao reg: 101; Bcl-XL Bim block: -1

How did Cc1ccc(-c2c3c(=O)n(C)c(=O)n(C)c3cn2Cc2ccccn2)cc1 do in these assays?
Bcl-B Bim block: -1; Mcl-1 Bim block: 0; Mcl1-Bid inh: -55; RGS4-Gao reg: 100; GSH bead fluor: 71; Bim-Bfl-1: -7; Bim-Bcl-2: -2; RGS8-Gao reg: 102; Bim-Bcl-W: 0; RGS7-Gao reg: 99; Bcl-XL Bim block: -3

Results for Cc1ccc(C)c(CSc2ccc3nnc(-c4ccccn4)n3n2)c1 ?
Bcl-B Bim block: 4; Mcl-1 Bim block: 1; Mcl1-Bid inh: -1; RGS4-Gao reg: 96; GSH bead fluor: 11; Bim-Bfl-1: 5; Bim-Bcl-2: 1; RGS8-Gao reg: 99; Bim-Bcl-W: 3; RGS7-Gao reg: 102; Bcl-XL Bim block: 5

Results for CC1(C(=O)N(CC(=O)NC2CCCC2)Cc2ccco2)CC(=O)N=C2C=CC=CN21 (stereo not drawn) ?
Mcl-1 Bim block: 41*; Mcl1-Bid inh: -22; RGS4-Gao reg: 97; Bim-Bcl-2: 88*; RGS8-Gao reg: 97; Bim-Bcl-W: 23; RGS7-Gao reg: 98; Bcl-XL Bim block: 25

How did CCCCCOC(=O)CSc1n[nH]c(=O)[nH]c1=O do in these assays?
Bcl-B Bim block: -6; Mcl-1 Bim block: -5; Mcl1-Bid inh: -47; RGS4-Gao reg: 100; GSH bead fluor: 273*; Bim-Bfl-1: -14; Bim-Bcl-2: -8; RGS8-Gao reg: 102; Bim-Bcl-W: 0; RGS7-Gao reg: 99; Bcl-XL Bim block: -15

Results for O=C(CCCCCN1C(=O)CCC1=O)Nc1ccc(Cl)c(C(F)(F)F)c1 ?
Bcl-B Bim block: -6; Mcl-1 Bim block: -1; Mcl1-Bid inh: -18; RGS4-Gao reg: 107; GSH bead fluor: 38; Bim-Bfl-1: -6; Bim-Bcl-2: -6; RGS8-Gao reg: 101; Bim-Bcl-W: 1; RGS7-Gao reg: 104; Bcl-XL Bim block: -17

What do the screens show for `CC(=O)c1sc2ccccc2c1OC(=O)c1ccco1`?
Bcl-B Bim block: -1; Mcl-1 Bim block: -6; Mcl1-Bid inh: -74; RGS4-Gao reg: 98; GSH bead fluor: 14; Bim-Bfl-1: -3; Bim-Bcl-2: -3; RGS8-Gao reg: 100; Bim-Bcl-W: -3; RGS7-Gao reg: 99; Bcl-XL Bim block: -4

How did Cc1cc(C)c2c(CN3CCN(C)CC3)cc(=O)oc2c1 do in these assays?
Bcl-B Bim block: -11; Mcl-1 Bim block: -4; Mcl1-Bid inh: 9; RGS4-Gao reg: 90; GSH bead fluor: 27; Bim-Bfl-1: -20; Bim-Bcl-2: -12; RGS8-Gao reg: 91; Bim-Bcl-W: -5; RGS7-Gao reg: 93; Bcl-XL Bim block: -9

Screening data as filed in PubChem.
